Compound activity as filed in PubChem BioAssay.
M. tuberculosis GlmU: inhibition of mycobacterial GlmU enzyme – biochemical, glucosamine-1-phosphate acetyltransferase (AID 1376). one-dose inhibition, %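 (tested at 30 µM in the primary screen)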; IC50 in µM for titrated hits. M. tuberculosis GlmU acetyltransferase enzyme assay; higher % means a stronger effect. 220,000 compounds, 0.25% hits; in the data active = inhibition above about 13%;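 also: 0% = complete reaction with vehicle and 100% = reaction without substrate; strong numbers were not always called active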
RmlCD inh 1536: M. tuberculosis RmlC/RmlD inhibition; RmlC+RmlD coupled enzyme assay, percent inhibition; primary screen in compound mixtures; AID 1533; 160,000 compounds, 0.03% hits; inhibition, % at 3.6 µM; P9WH09+P9WH11; in the data active = inhibition mostly above about 34%, no sharp cut-off; also: some results filed as inactive read as strong as hits
Target sequence (P9WH09 whole entry, looked up): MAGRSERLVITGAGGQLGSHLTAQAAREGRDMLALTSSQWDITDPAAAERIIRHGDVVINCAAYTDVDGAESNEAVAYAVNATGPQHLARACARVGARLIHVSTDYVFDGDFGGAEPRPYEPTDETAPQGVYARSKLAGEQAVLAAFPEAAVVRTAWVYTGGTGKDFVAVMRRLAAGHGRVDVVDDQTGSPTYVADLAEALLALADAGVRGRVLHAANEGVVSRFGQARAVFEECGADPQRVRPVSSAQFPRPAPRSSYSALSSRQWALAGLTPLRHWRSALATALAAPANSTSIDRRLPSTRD
Target sequence (P9WH11 whole entry, looked up): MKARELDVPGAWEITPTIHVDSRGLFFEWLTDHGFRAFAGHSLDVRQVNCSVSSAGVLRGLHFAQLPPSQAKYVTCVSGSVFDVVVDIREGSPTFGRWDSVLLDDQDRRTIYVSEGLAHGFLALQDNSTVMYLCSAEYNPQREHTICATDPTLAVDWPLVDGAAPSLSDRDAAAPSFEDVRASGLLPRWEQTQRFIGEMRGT
An asterisk follows results filed as active; / = not tested or not shown; & = joins results of further samples.

Start of the data: the first six entries as a preview:
SMILES	M. tuberculosis GlmU	RmlCD inh 1536
CC(/C=C/c1ccc(N(C)C)cc1)=N\N=C(/N)SC1CC(=O)N(c2ccc(C(=O)O)cc2)C1=O (centres undefined)	5.7%	7
CCc1ccc(NC(=O)c2n[nH]c(=O)c3ccccc23)cc1	/	-4
O=C(CSc1ccc(F)cc1)Nc1ccc(Br)cc1	-1.2%	14
C=Cn1ccnc1P(=S)(c1nccn1C=C)C1CCCCC1	7.0%	46
O=C(Nc1cccc2cccnc12)c1cccc2ccccc12	-1.2%	-52
c1ccc(Sc2nc(N3CCCCC3)nc(N3CCCCC3)n2)nc1	4.9%	-2

The list itself, from the first entry:
SMILES	M. tuberculosis GlmU	RmlCD inh 1536
CC(/C=C/c1ccc(N(C)C)cc1)=N\N=C(/N)SC1CC(=O)N(c2ccc(C(=O)O)cc2)C1=O (centres undefined)	5.7%	7
CCc1ccc(NC(=O)c2n[nH]c(=O)c3ccccc23)cc1	/	-4
O=C(CSc1ccc(F)cc1)Nc1ccc(Br)cc1	-1.2%	14
C=Cn1ccnc1P(=S)(c1nccn1C=C)C1CCCCC1	7.0%	46
O=C(Nc1cccc2cccnc12)c1cccc2ccccc12	-1.2%	-52
c1ccc(Sc2nc(N3CCCCC3)nc(N3CCCCC3)n2)nc1	4.9%	-2
CCc1cc(Br)ccc1N1C(=O)C2CC=CCC2C1=O (centres undefined)	-1.7%	-7
COc1cc2oc(=O)c3c(c2cc1OCC(=O)c1c(C)n(C)c2ccccc12)CCCC3	-11%	/
CC(C)CSc1n[nH]c(N)n1	1.5%	2
O=C(O)CN1C(=O)C2C3CC(C2C1=O)C1C(c2ccc(Cl)cc2)c2sc(=O)[nH]c2SC31 (centres undefined)	-2.3%	-10
Cc1cc(Br)ccc1OCCCCN1CCCCC1	-7.0%	3
C#CCCOC(=O)Nc1ccccc1	2.1%	/
CC(NS(=O)(=O)c1ccc(Cl)c(Cl)c1)C(=O)OCC(=O)Nc1ccc2c(c1)OCO2 (centres undefined)	1.9%	-6
CCOC(=O)c1c(-c2ccc(C)cc2)csc1/N=C(\C)C1=C(O)c2ccccc2C1=O	4.5%	4
CC(C)CNC(=O)NC(=O)COc1ccc(C=O)cc1	/	42
CCOC(=O)c1c(-c2cccs2)csc1NC(=O)CN1CC(C)OC(C)C1 (centres undefined)	-4.9%	/
COc1cc(OC)cc(-c2nc3nc(C)c(CCC(=O)O)c(C)n3n2)c1	-5.2%	-1
Clc1cccc(N=C2NN=C(c3ccc4c(c3)OCCO4)CS2)c1	-1.8%	/
O=S(=O)(c1ccc(-c2ccon2)s1)N1CCN(c2ccccn2)CC1	1.4%	/
CCCCN(C)CCCNC(=O)CS(=O)Cc1nc(-c2ccc(OC)c(OC)c2)oc1C (centres undefined)	7.8%&-2.0%	3
C=CCNC(=O)c1ccccc1NC(=O)c1ccc(Cl)c(S(=O)(=O)Nc2cccc(C)c2C)c1	1.1%	/
CC(=O)N1CCN(C(=O)CCC(=O)O)CC1	5.2%	-8
C/C=C/c1ccc(OCCSc2nc(C)cc(=O)[nH]2)c(OC)c1	-0.5%	/
Cc1ccc(C)c(N2CCN(C(=O)CNS(=O)(=O)c3cccs3)CC2)c1	-3.2%	-13
CC(=O)c1sc(C(=O)O)c(-c2ccco2)c1-c1ccco1	-0.3%	/
(list continues)
SMILES	M. tuberculosis GlmU	RmlCD inh 1536
CN(C)c1ccc(CNn2cnnc2SCc2ccc(F)cc2)cc1	-4.4%	/
CCOC(=O)C(=O)N/N=C/c1cccc(Br)c1	3.0%	-13
OCCC1CN(Cc2c(O)ccc3ccccc23)CCN1CCc1ccccc1 (centres undefined)	-2.7%	-1
CCCCn1c(CCC(=O)O)nc2c1c(=O)[nH]c(=O)n2CCC	2.8%	28
N=c1sccn1CC(=O)NCCc1ccc(Cl)cc1	-0.2%	11
O=C(/C=C/c1cccc([N+](=O)[O-])c1)NCCSc1ccccc1	-5.4%	-9
CCOc1ccc(NC(=O)N2CCC(C(=O)c3ccc(F)cc3)CC2)cc1	-0.8%	-1
O=C(COc1ccc([N+](=O)[O-])cc1)N(Cc1ccccc1)Cc1ccccc1	-0.3%	38
COC(=O)c1cc(NC2c3ncccc3C(=O)N2Cc2ccccc2)cc(C(=O)OC)c1 (centres undefined)	-0.1%	10
O=C(COC(=O)[C@@H]1CCCN1S(=O)(=O)c1ccccc1F)c1ccccc1	-2.8%	-1
Cc1ccc(NC(=O)COC(=O)c2ccc3c(c2)NC(=O)C2CCCN32)cc1C (centres undefined)	-4.7%	1
COC(=O)C[N+](C)(C)C/C=C\c1ccccc1	1.2%	-12
CC1CCN(S(=O)(=O)c2cccc(C(=O)N(C)C3CCS(=O)(=O)C3)c2)CC1 (centres undefined)	3.1%	/
Cc1cccc(/C=C/c2nc3ccccc3c(=O)[nH]2)c1	-0.5%	6
O=C(NCCc1ccccc1)C(c1cccs1)N(C(=O)c1csnn1)C1CC1 (centres undefined)	3.7%	-6
COc1ccc(-c2nnn(CC(=O)N(CCCN3CCOCC3)C(C(=O)NC3CCCC3)c3ccc(C)o3)n2)cc1 (centres undefined)	0.6%	13
CSc1nc2c(c(=O)n1-c1ccc(F)cc1)SCC2	6.3%	/
O=C(COC(=O)c1ccc2ncsc2c1)Nc1ncc(Cl)cc1Cl	2.4%	-12
O=C(O)/C=C/C(=O)NCCc1ccc(Cl)cc1	0.1%	44
CCC1Oc2ccccc2N(CC(=O)NCCCN2CCCCC2CC)C1=O (centres undefined)	-6.6%	/
CCCCC(O)(CCN1CCOCC1)c1ccc(Cl)cc1 (centres undefined)	4.4%	12
CCCC1CCC(=NNC(=O)OC(C)(C)C)CC1 (centres undefined)	-0.7%	6
CCc1ccc(NC(=O)C(=O)N/N=C(\C)CC(=O)Nc2ccc(OC)cc2)cc1	1.9%	/
COc1ccc(CCC(C)NCC2CCCCC2)cc1 (centres undefined)	-2.1%	65
Cc1[nH]c2ccc(C(=O)NCC(C)(C)N3CCOCC3)cc2c1C	4.2%	16

Brought forward from above: two entries; new compounds follow.
SMILES	M. tuberculosis GlmU	RmlCD inh 1536
COc1ccc(CCC(C)NCC2CCCCC2)cc1 (centres undefined)	-2.1%	65
Cc1[nH]c2ccc(C(=O)NCC(C)(C)N3CCOCC3)cc2c1C	4.2%	16
O=C(COC(=O)c1cc(S(=O)(=O)N2CCCCC2)ccc1N1CCOCC1)NC1CCCCC1	2.5%	/
Cc1ccc2c(c1)C1CN(C)CCC1N2C(=O)CCCN1C(=O)c2cccc3cccc(c23)C1=O (centres undefined)	-5.3%	3
CN1CCN(c2nc3cc(C(F)(F)F)ccc3n3cccc23)CC1	-0.4%	/
O=[N+]([O-])c1cc(-c2ccc(C(=S)N3CCOCC3)o2)ccc1Cl	1.4%	15
O=C(O)CC(NC(=O)c1ccc2c(c1)OCO2)c1cccc([N+](=O)[O-])c1 (centres undefined)	0.5%	-7
O=C(O)CC1NC(=O)N(C2CCCCC2)C1=O (centres undefined)	-2.1%	4
O=C(COc1ccccc1[N+](=O)[O-])OC1CCS(=O)(=O)C1 (centres undefined)	-3.0%	2
COc1ccc(N(C)C(=O)c2oc(=O)c3ccccc3c2-c2ccc(C)cc2)c(OC)c1	0.1%	-2
CCOC(=O)c1c(N)sc(C(=O)N2CCCCCC2)c1C	7.2%	-6
O=c1oc2ccccc2c(O)c1Cc1cc(Cl)c2cccnc2c1O	1.0%	/
COCCn1c(C)cc(C2=NNC(=Nc3ccc(Cl)cc3Cl)SC2)c1C	-4.0%	/
CCOc1ccccc1NC(=S)NCCc1ccccc1	8.0%	-15
O=Nc1c(-c2cccc([N+](=O)[O-])c2)nc2ncccn12	-0.9%	7
COc1ccc(/C=C2/C(=O)NC(=O)N(C3CCCCC3)C2=O)cc1CSc1ccccn1	-1.2%	/
Cc1ccc(S(=O)(=O)N2C(=O)CCC2C(=O)Nc2ccc3c(c2)OCCO3)cc1 (centres undefined)	-2.1%	/
O=C(CN1CCCCC1)N1CCN(S(=O)(=O)c2ccccc2)C1	-7.1%	/
COc1ccccc1CNC(=S)Nc1cc(C)ccc1C	-8.3%	0
CN(C1CCS(=O)(=O)C1)S(=O)C12CC3CC(CC(C3)C1)C2 (centres undefined)	-1.6%	-11
C=CCNC(=O)c1onc(CSc2ccncc2)c1C(=O)NCC=C	2.5%	-2
Cc1ccccc1NC(=O)/C(=C\c1cccs1)NC(=O)c1ccco1	-3.3%	10
CCCCC(=O)Nc1ccc2c(c1)C(=O)NC2=O	-2.1%	32
COc1ccccc1COCC(O)CNCC1(N2CCCCC2)CCCCC1 (centres undefined)	-2.2%	7
CCOC(=O)C(/C=C(\C#N)C(=O)OCC)=C(/N)N1CCN(c2ccccc2)CC1	-2.8%	/
S=C(NCCCN1CCOCC1)NCCCN1CCOCC1	-0.4%	6
Cc1[nH]c2ccccc2c1/C=N/O	/	48
(list continues)
SMILES	M. tuberculosis GlmU	RmlCD inh 1536
CCCCCCCC[n+]1cccc2c3ccccc3ccc21	-1.8%	5
COc1ccc(NC(=O)c2cc(S(=O)(=O)N3CCCCC3)ccc2N2CCCCC2)cn1	6.8%	-8
COc1ccc(CN2C(=O)CCC2(C)C(=O)NC2CCCCCC2)cc1 (centres undefined)	-0.5%	-2
CCC(c1nnnn1Cc1cccs1)N1CCN(C2CCCC2)CC1 (centres undefined)	2.1%	/
CCCCNC(=S)NC(=O)c1ccc([N+](=O)[O-])cc1	3.1%	12
CCCC(=O)Nc1nnc(SCC(=O)NCc2cccs2)s1	-1.9%	73
O=C(CC1Sc2ccccc2NC1=O)OCC(=O)N1CCc2ccccc21 (centres undefined)	1.0%	/
COC(=O)c1c(C)nc(C)c(C(=O)OC)c1-c1ccc(OC)c(OC)c1	-0.1%	-2
Nc1c(N2CCCCC2)c2ccccc2oc1=O	4.3%	-5
Cc1ccc(F)cc1NC(=O)c1ccc2c(c1)OCO2	-5.8%	3
CNC(=S)NCCC(c1ccccc1)c1ccccc1	3.5%	/
CNC(=S)Nc1ccc(C)cc1	-4.9%	7
COC(=O)c1ccccc1NC(=O)Cn1cc2c(n1)CCC(C)C2 (centres undefined)	-2.6%	/
CCOc1ccc(C(C)(O)CN2CCOCC2)cc1 (centres undefined)	9.3%	/
CCOC(=O)c1c(C)oc2c(CC(=O)c3ccccc3)c(Cl)c(O)c(O)c12	0.7%	1
CCCCNC(=O)N1CCN(S(C)(=O)=O)CC1	-0.5%	4
O=C(O)C1CCC(N2C(=O)C3CCCCC3C2=O)CC1 (centres undefined)	6.7%	/
COc1ccc(NS(=O)(=O)c2cc([N+](=O)[O-])ccc2N/N=C\c2c(C)[nH]c3ccccc23)cc1	1.4%	/
CCc1cc(C(=O)OC)c(NC(=O)CC2SC(N)=NC2=O)s1 (centres undefined)	-4.5%	/
O=C(COC(=O)CN1C(=O)c2ccccc2C1=O)Nc1ccc(S(=O)(=O)N2CCCC2)cc1	5.3%	6
CS(=O)(=O)c1ccc(C(=O)N2CCc3ccccc3C2)cc1	2.0%	-1
Cc1cccc2c1CC(C)(C)N=C2C1=C(O)CCCC1=O	1.5%	-7
COc1ccc2ccccc2c1C1CC(=O)N2CN(C)CSC2=C1C#N (centres undefined)	14%*	/
CC(NC(=O)c1ccc2c(c1)OCO2)C(c1cccs1)N1CCOCC1 (centres undefined)	-1.4%	/
CC(=O)Nc1cccc(-c2csc(N)n2)c1	-2.5%	/
The listing continues:
SMILES	M. tuberculosis GlmU	RmlCD inh 1536
O=C(Nc1ccc2[nH]c(=O)[nH]c2c1)c1cc(F)c(F)cc1Cl	2.2%	-7
CC(=O)OCC1=C(C(=O)O)N2C(=O)C(NC(=O)CCn3nc(C(F)(F)F)c(Br)c3C3CC3)C2SC1 (centres undefined)	-5.4%	/
COc1ccc(-c2cc(=O)n(-c3nc4ccccc4[nH]3)[nH]2)cc1	1.8%	14
CCOC(=O)c1ccccc1NC1c2ccccc2C(=O)N1c1cc(C)ccn1 (centres undefined)	-1.1%	/
COc1ccc(C2N=C(Nc3ccc(C)cc3)Nc3nc(C)cc(=O)n32)cc1 (centres undefined)	1.4%	-10
C/C(=N\NC(=S)Nc1ccc(C)cc1)c1cccc(N)c1	2.4%	8
NC(=O)NC(=O)COC(=O)CCCSc1nc2ccccc2s1	/	1
Cn1nnnc1SCC(=O)NCCc1ccc(Cl)cc1	5.5%	/
Cc1ccc(OCc2nnc(SC(C)C(=O)O)n2Cc2ccccc2)cc1 (centres undefined)	0.3%	-3
O=C1/C(=C\c2cccnc2)CN(Cc2ccccc2)C/C1=C\c1cccnc1	-8.0%	/
C=C(C)CSC1=C(C#N)C(c2ccsc2)CC(=O)N1 (centres undefined)	-4.4%	-6
CCc1cccc(CC)c1NC(=S)NCCc1ccc(O)c(O)c1	4.0%	4
CCN1CCN(S(=O)(=O)c2cccc3nsnc23)CC1	-2.0%	5
O=C1CC(N2CCN(c3ccccc3)CC2)C(=O)N1Cc1ccc(Cl)cc1 (centres undefined)	1.1%	5

Another view of some results above.
Compound: C=C(C)CSC1=C(C#N)C(c2ccsc2)CC(=O)N1 (centres undefined)
  M. tuberculosis GlmU: -4.4%; RmlCD inh 1536: -6
Compound: CCc1cccc(CC)c1NC(=S)NCCc1ccc(O)c(O)c1
  M. tuberculosis GlmU: 4.0%; RmlCD inh 1536: 4

Sorted by length of the SMILES (high to low): part of the list above.
SMILES	M. tuberculosis GlmU	RmlCD inh 1536
CC(=O)OCC1=C(C(=O)O)N2C(=O)C(NC(=O)CCn3nc(C(F)(F)F)c(Br)c3C3CC3)C2SC1 (centres undefined)	-5.4%	/
CCOC(=O)c1c(-c2cccs2)csc1NC(=O)CN1CC(C)OC(C)C1 (centres undefined)	-4.9%	/
O=C(COC(=O)c1ccc2ncsc2c1)Nc1ncc(Cl)cc1Cl	2.4%	-12
C=CCNC(=O)c1onc(CSc2ccncc2)c1C(=O)NCC=C	2.5%	-2
CCCCC(=O)Nc1ccc2c(c1)C(=O)NC2=O	-2.1%	32
CCCC1CCC(=NNC(=O)OC(C)(C)C)CC1 (centres undefined)	-0.7%	6

Some of the compounds tested, so the mix of outcomes need not match the whole.
